# TAAR1 antag = human TAAR1 antagonists, primary screen, Fluo-8 calcium fluorescence, CHO RD-HGA16 cells. 360,000 tested, 1.5% active. antagonist. inhibition, % at 3 µM. Trace amine-associated receptor 1 (Homo sapiens), Q96RJ0;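 active = inhibition above a per-plate cutoff, the mean inhibition of test compounds on that plate plus 3 SD, cut at about 49% in these data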;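 note: 0% = DMSO plus EC80 beta-PEA response and 100% = DMSO alone without agonist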
# Target sequence (Q96RJ0 whole entry, looked up): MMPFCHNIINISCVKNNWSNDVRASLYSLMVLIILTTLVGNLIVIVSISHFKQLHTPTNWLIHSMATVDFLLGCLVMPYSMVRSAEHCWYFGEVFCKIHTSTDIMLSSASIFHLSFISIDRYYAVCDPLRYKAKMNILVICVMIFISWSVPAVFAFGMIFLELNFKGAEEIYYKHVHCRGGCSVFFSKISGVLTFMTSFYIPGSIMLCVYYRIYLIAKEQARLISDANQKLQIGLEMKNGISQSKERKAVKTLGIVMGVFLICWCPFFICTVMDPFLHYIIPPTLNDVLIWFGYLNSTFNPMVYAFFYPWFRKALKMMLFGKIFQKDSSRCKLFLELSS
#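 Test system – hTAAR1-expressing CHO RD-HGA16 cells, Gα16-coupled · Reagent – β-PEA at EC80 concentration, post-compound challenge · Compound dosing – 3 µM, single point · Timing – 140 s kinetic read after compound, 140 s after agonist · Detection – Fluo-8 intracellular calcium dye fluorescence, real-time kinetic reads · Control set – DMSO and EC80 PEA controls · Repeats – n of 1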
# CHO parental Ca = ATP-evoked calcium signal inhibitors, parental CHO, primary screen, counter-screen for OX1R antagonist project, cell-based, fluorescence, Fluo-8 calcium dye; inhibition, % at 5.6 µM; 330,000 tested, 0.63% active; parental CHO-K1, ATP-induced calcium, Fluo-8 fluorescence;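 active = inhibition above that plate's mean sample inhibition plus 3 SD, cut at about 26% in these data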;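 note: 0% = ATP-challenged DMSO wells and 100% = DMSO wells without ATP; some compounds past the cut are filed as inactive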
#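 Test system: untransfected parental CHO cell line; also added: ATP stimulus; dosing: 5.6 µM, single dose; signal: calcium-sensitive Fluo-8 fluorescence; measure: percent inhibition of ATP-evoked calcium rise, normalized to controls; benchmarks: low control ATP plus DMSO, high control DMSO only; replication: one well per compound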
# TAAR1 agonist = human TAAR1 agonists, primary screen, Fluo-8 calcium fluorescence, CHO RD-HGA16 cells | Trace amine-associated receptor 1 (Homo sapiens), Q96RJ0 | 360,000 tested, 0.99% active | vehicle wells 0%, saturating PEA agonist 100% | activation, % at 3 µM;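 active = activation above the mean activation of all test compounds in the run plus 3 SD, cut at about 38% in these data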
#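 System: CHO-derived RD-HGA16 cells with stable Gα16 and human TAAR1. Times: 17-24 h plating, Fluo-8 75 min 37 °C, 30 min RT. Measured by: calcium-sensitive Fluo-8 signal, excitation 470-495, emission 515-575 nm. Read-out basis: % activation relative to PEA EC100 response. Control set: DMSO and PEA EC100. Repeats: no replicates (n 1).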
# CHO-K1 Ca antag = M1 antagonist counterscreen hit in parental CHO-K1 cells; inhibition, % at 3 µM; 360,000 tested, 0.6% active; AID 602250; ATP-induced calcium, Fluo-8 fluorescence;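 active = inhibition above a per-plate cutoff, the plate's mean sample inhibition plus 3 SD, cut at about 24% in these data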;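 note: 0% = DMSO plus EC80 ATP and 100% = DMSO alone without ATP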
# CHO-K1 Ca PAM = nonselective calcium activators in parental CHO-K1 cells, primary screen, counter-screen for M1 PAM project, cell-based, Fluo-8 calcium fluorescence, full deck, 1536-well; ATP EC20; 0% at ATP EC20, 100% at ATP max; activation, % at 3 µM; 360,000 tested, 0.02% active; AID 602247, 2012;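 active = activation above the run cutoff, the mean activation of all test compounds plus 3 SD, cut at about 40% in these data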;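 note: peak over basal fluorescence ratio in a 140 s read after ATP addition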
# M1 ag parental = counter-screen for M1 agonists: effect in parental CHO-K1 cells. Fluo-8 calcium fluorescence; scaled to maximal ATP response, vehicle zero. activation, % at 3 µM. 360,000 tested, 0.48% active; in the data active = activation above about 15%;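 note: untransfected CHO-K1 host cells lacking M1 receptor as counterscreen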
# CHRM1 PAM = human M1 muscarinic receptor positive allosteric modulators, primary screen, CHO-K1 cells, Fluo-8 calcium fluorescence, 1536-well | Muscarinic acetylcholine receptor M1 (Homo sapiens), P11229 | activation, % at 3 µM | 360,000 tested, 0.088% active | CHO-K1 hM1, ACh EC20; 0% = ACh EC20, 100% = maximal ACh; in the data active = activation above about 19%, passing the limit was not always enough
# Target sequence (P11229 whole entry, looked up): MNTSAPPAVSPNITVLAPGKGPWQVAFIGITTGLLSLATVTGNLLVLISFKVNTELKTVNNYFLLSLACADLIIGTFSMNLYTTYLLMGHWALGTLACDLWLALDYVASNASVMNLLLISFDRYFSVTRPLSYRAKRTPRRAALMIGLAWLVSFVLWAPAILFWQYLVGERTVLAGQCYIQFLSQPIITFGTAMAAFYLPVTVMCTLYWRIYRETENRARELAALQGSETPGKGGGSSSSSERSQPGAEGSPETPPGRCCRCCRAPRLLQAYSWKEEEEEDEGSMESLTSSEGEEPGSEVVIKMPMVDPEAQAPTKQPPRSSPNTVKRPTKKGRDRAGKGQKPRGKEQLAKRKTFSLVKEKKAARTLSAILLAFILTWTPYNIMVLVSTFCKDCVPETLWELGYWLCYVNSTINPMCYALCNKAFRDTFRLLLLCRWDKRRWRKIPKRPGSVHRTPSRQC
# CHRM1 agonist = human M1 muscarinic receptor agonists, primary screen, Fluo-8 calcium fluorescence, CHO-K1 cells, HTS. Muscarinic acetylcholine receptor M1 (Homo sapiens), P11229. CHO-K1 hM1, agonist mode; 0% DMSO, 100% acetylcholine EC100. activation, % at 3 µM. 360,000 tested, 0.33% active. AID 588814, 2011;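 active = activation above the run's mean compound activation plus 3 SD, cut at about 16% in these data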;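 note: peak over basal fluorescence ratio within a 140 s kinetic read after compound addition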
# CHRM1 antagonist = human M1 muscarinic receptor antagonists, primary screen, CHO-K1 cells, Fluo-8 calcium fluorescence, 1536-well. Muscarinic acetylcholine receptor M1 (Homo sapiens), P11229. CHO-K1 hM1, ACh EC80 antagonist. inhibition, % at 3 µM. 360,000 tested, 1.3% active. AID 588852, 2011;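 active = percent inhibition above its own plate's cutoff, namely the mean of that plate's compound wells plus 3 SD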;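 note: peak over basal fluorescence ratio during 140 s after agonist addition; 0% = ACh EC80 plus DMSO and 100% = DMSO alone without agonist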
# * = called active by the depositor; · = no result given.
# The line under a structure holds: TAAR1 antag	CHO parental Ca	TAAR1 agonist	CHO-K1 Ca antag	CHO-K1 Ca PAM	M1 ag parental	CHRM1 PAM	CHRM1 agonist	CHRM1 antagonist
1	COC(=O)c1ccc(COc2ccccc2/C=C(\C#N)C(=O)Nc2c(C)cccc2C)cc1
    25	6	3	8	-6	1.2	-7	-6	11
2	CCCNC(=O)c1cc(-c2ccc3c(c2)OCO3)on1
    -14	-6	2	-8	4	3.3	6	-4	-5
3	CCOc1ccc(NC(=S)Nc2cc(-c3ccccc3)[nH]n2)cc1
    15	-3	25	-26	13	3.4	-1	5	-5
4	CCC1(c2ccc(Cl)cc2)NC(=O)N(Cc2ccc(C(=O)OC)cc2)C1=O (stereo not given)
    13	-13	9	-3	7	3.6	-5	-1	11
5	CC(=O)c1ccc(OCc2cc(C(=O)NC3CCCCC3)no2)cc1
    -1	-5	9	-8	13	-0.3	12	-1	-6
6	O=C(c1ccccc1F)N1CCN(CC2CC3C=CC2C3)CC1 (stereo not given)
    -15	-15	1	-14	20	0.2	0	-4	-2
7	CCn1c(SCC(=O)c2c[nH]c3ccccc23)nc2cc(S(=O)(=O)N3CCOCC3)ccc21
    42	-7	9	-5	23	1.4	3	-8	0
8	O=S(=O)(NC1CCCC1)c1ccc(F)cc1F
    -14	·	1	-4	-5	2.1	3	-7	-2
9	COc1ccc(S(=O)(=O)N2CCN(C)CC2)cc1
    16	-10	3	-5	9	0.1	11	-5	-11
10	CCOc1ccccc1NC(=O)c1nnn(CC(=O)Nc2ccc3c(c2)OCO3)c1N
    -3	-3	7	-6	16	0.8	2	-5	-2
11	C=CCNC(=O)c1onc(CSc2cccc(OCC)c2)c1C(=O)O
    6	1	12	-15	8	0.2	-1	-2	4
12	O=C(c1ccc(=O)n(Cc2ccccc2)n1)N1CCN(C/C=C/c2ccccc2)CC1
    -11	-14	7	-3	4	3.6	-19	0	41*
13	CCOc1ccc(CCNS(=O)(=O)c2c(C)nc3sccn3c2=O)cc1OCC
    -19	·	2	-3	-6	-0.2	3	-4	-7
14	COc1ccc(-c2onc(C)c2-c2cnn(-c3ccccc3)c2)c(O)c1
    3	-16	4	-2	10	1.3	9	-1	-15
15	CCc1cc(-c2[nH]ncc2-c2ccc([N+](=O)[O-])cc2)c(O)cc1OC
    ·	60*	·	-10	15	2.9	22	-1	-21
16	O=C(NCc1ccccn1)c1cccc(S(=O)(=O)Nc2ccc(SC(F)F)cc2)c1
    0	5	16	20	-12	6.3	-4	1	10
17	COc1ccccc1-c1noc2c1C(=O)N(Cc1cn(-c3ccc(Cl)cc3)nn1)CC2
    2	·	4	-6	5	9.2	-15	-1	9
18	Cn1c(NC(=O)c2ccc(F)c(F)c2)cc(=O)n(C)c1=O
    2	1	0	-5	18	0.6	12	1	-10
19	Cc1cc(NC(=O)C2CCCCC2)n(-c2nc3ccccc3[nH]2)n1
    26	-35	14	-1	12	-0.2	-3	-5	-4
20	Cc1cc(C)cc(N(CCC#N)C(=O)COC(=O)c2nc3nc(C)cc(C)n3n2)c1
    6	-18	2	-1	0	8.4	9	-2	-4
21	CC(C(=O)OCC(=O)c1ccccc1)N1C(=O)C2C3CCC(C3)C2C1=O (stereo not given)
    -4	-15	2	4	-18	0.8	-5	-3	16
22	O=C(O)c1ccccc1NN=C1CCCCC1
    6	-4	3	-1	4	0.2	-5	-3	10
23	COc1ccc(C(CNC(=O)c2cc3c(s2)CCCC3)N2CCOCC2)cc1 (stereo not given)
    -30	-19	0	-4	12	0.7	6	-4	-7
24	O=C(NS(=O)(=O)c1ccccc1)c1cccc(Br)c1
    -27	-8	2	-5	-21	-0.1	3	-2	-2
25	CSc1ccc(CN2CCC2(C)C(=O)Nc2ccc3c(c2)OCO3)cc1 (stereo not given)
    -12	·	4	-17	26	0.1	-5	-3	-2
26	O=C(O)c1cc(NN=Nc2cccc([N+](=O)[O-])c2)cc([N+](=O)[O-])c1
    -35	-8	-1	-11	12	0.8	19	-3	-22
27	S=C(NCCCn1ccnc1)NC1CCCCC1
    -9	-2	5	-8	22	0.7	6	-7	-8
28	O=C1/C(=C\c2ccncc2)CCc2ccccc21
    -8	-3	18	-8	-1	0.6	6	-4	-12
29	Cc1cccc(NC(=O)N(Cc2cc3cc(C)cc(C)c3[nH]c2=O)CC2COCCO2)c1 (stereo not given)
    24	-29	8	-9	23	1.1	1	-6	5
30	Cn1c(SCC(=O)Nc2cc(S(=O)(=O)N3CCOCC3)ccc2N2CCOCC2)nnc1-c1ccncc1
    -9	-8	14	-12	4	0.2	7	-5	-10
31	Cc1ccc(NC(=O)CSc2nnc(CNC(=O)c3ccco3)n2C)cc1C
    -28	-8	3	5	24	0.9	6	-3	-6
32	CC1CCC2(CC1)NC(=O)N(Cc1nnc(-c3cccs3)o1)C2=O (stereo not given)
    -16	1	0	-17	11	1.6	11	-3	-19
33	CC(SCC(=O)Nc1ccccc1)c1nc2ccccc2c(=O)[nH]1 (stereo not given)
    -8	-15	0	-11	24	1.3	7	-3	-11
34	N#Cc1c(-c2ccccc2)c(-c2ccccc2)n[nH]c1=O
    -11	-14	-1	-1	-3	0.0	13	-3	-6
35	CC1Cc2ccccc2N1C(=O)c1cnc2ccccn2c1=O (stereo not given)
    15	3	6	-15	11	-0.4	-3	-5	9
36	CC(C)c1ccc(NC(=S)NNC(=O)C2CC2)cc1
    6	-5	1	-2	12	15	10	-4	-16
37	CCn1c(SCC(=O)NNC(=O)c2ccc(C)cc2)nnc1C(C)C
    -2	-15	-3	-16	22	0.4	15	-3	-20
38	CC(=O)c1sc(NC(=O)C2COc3ccccc3O2)nc1C (stereo not given)
    -14	-6	1	9	0	0.8	13	3	-20
39	Cc1ccc(C)c(N(Cc2cc3ccc(C)cc3[nH]c2=O)C(=O)c2ccco2)c1
    -22	-22	-2	-7	4	1.3	8	1	-5
40	CN1C(=O)[C@H]2[C@@H](c3ccc(C(F)(F)F)cc3)N[C@]3(CCCN(Cc4ccc(F)cc4)C3=O)[C@H]2C1=O
    0	·	0	10	4	-0.3	0	-6	-6
41	Cc1nccn1CC(=O)c1ccc(O)c(O)c1
    7	-1	8	13	-15	-0.4	-6	-3	15
42	C=CCc1ccc(OCCOc2cccc3cccnc23)c(OC)c1
    17	-32	14	0	16	2.8	0	-7	7
43	COc1ccc(C2C3=C(CC(C)(C)CC3=O)Oc3ncn(CCCn4ccnc4)c(=N)c32)cc1 (stereo not given)
    -6	-18	9	-5	5	0.2	-2	-5	7
44	CCc1cccc(CC)c1NC(=O)c1cccc(S(=O)(=O)N2CCN(C)CC2)c1
    -14	·	1	-6	15	0.3	9	-5	-8
45	CCOCc1c(C(=O)OCC(=O)NCc2ccc(F)cc2)oc2ccccc12
    10	-2	-2	-12	-3	0.7	2	-4	-9
46	COC(=O)CCCNC(=O)c1ccc(OS(=O)(=O)c2cc([N+](=O)[O-])ccc2C)cc1
    17	3	20	-1	2	5.2	4	4	-9
47	COc1ccc2c(c1OC)C(=O)OC2Nc1nc2ccccc2s1 (stereo not given)
    -16	2	1	9	-23	0.2	11	-4	-5
48	CCOC(=O)c1c(C)[nH]c(C)c1C(=O)CSc1nnc(-c2ccco2)n1Cc1ccccc1
    -2	-20	1	-13	18	1.8	4	-2	-3
49	CCOC(=O)/C(=C\c1cccc(O)c1)c1nc2sc(C)c(C)c2c(=O)[nH]1
    0	-1	3	-7	24	0.8	10	-5	-2
50	Cc1cc(NC(=O)/C(C#N)=C/c2ccco2)n(-c2ccccc2)n1
    -21	-19	2	-10	22	0.9	16	-5	-14
51	O=C(CN1C(=O)/C(=C2/SC(=S)N(CCS(=O)(=O)O)C2=O)c2ccccc21)Nc1cccc(Br)c1
    -4	-4	2	-4	3	-0.2	1	-3	1
52	CCOC(=O)[C@]12CCCC=C1N(Cc1ccc3c(c1)OCO3)C(=O)[C@H](CC(=O)NCc1ccc(OC)c(OC)c1)C2
    -6	·	-2	-3	-2	-0.5	·	·	·
53	CCN(CC(=O)NCc1ccc(Cl)cc1)C(=O)CSCC(=O)Nc1cccc(C)c1
    -27	-21	1	-13	7	2.3	6	-2	-10
54	Cc1cc(C)nc(N2CCCC(C(=O)Nc3nnc(C)s3)C2)n1 (stereo not given)
    9	-15	12	-11	20	0.0	10	-6	-12
55	O=c1cc(-c2ccccc2Cl)oc2c(NS(=O)(=O)c3ccccc3C(F)(F)F)ccc(O)c12
    18	-23	0	-10	8	-0.6	1	-5	-7
56	COc1ccc(C(=O)COC(=O)c2ccc3ccccc3n2)cc1
    6	-7	5	-2	17	0.9	4	-7	0
57	CCCC(=O)NC(=S)Nc1sc2c(c1C(N)=O)CCC2
    0	-2	7	4	-10	1.6	-9	-1	5
58	NC1=NC2(CCCCC2)n2c(nc3ccccc32)N1
    0	-13	-1	-10	9	-0.1	-7	-4	-13
59	CC(C)CN1Cc2ccccc2Oc2cc(Br)ccc2S1(=O)=O
    -18	-39	32	-14	41*	4.8	16	29*	-11
60	CCOC(=O)c1ccc2c(c1)nc(-c1ccc(F)cc1)c1nccn12
    -18	-8	2	-4	12	-0.2	7	-2	2

# The listing continues.
# The line under a structure holds: TAAR1 antag	CHO parental Ca	TAAR1 agonist	CHO-K1 Ca antag	CHO-K1 Ca PAM	M1 ag parental	CHRM1 PAM	CHRM1 agonist	CHRM1 antagonist
61	COc1ccc(NC(C)=O)cc1NC(C)C(=O)Nc1cccc(S(=O)(=O)N2CCOCC2)c1 (stereo not given)
    1	-2	0	-8	10	-0.2	10	-4	-10
62	CCOC(=O)N1CCC(n2c(SCC(=O)Nc3nccs3)nc3ccsc3c2=O)CC1
    2	-22	19	-28	15	0.9	2	0	1
63	COC(=O)C1CCN(S(=O)(=O)c2ccc(NC(C)=O)cc2)CC1
    1	-1	3	-7	15	0.8	10	-1	-15
64	COc1cccc(/C=N\NS(=O)(=O)c2ccccc2)c1OC
    8	-3	2	-3	18	2.5	10	2	-18
65	CC(C)CC(NS(=O)(=O)c1ccc2c(c1)oc(=O)n2C)C(=O)NC1CCCc2ccccc21 (stereo not given)
    -13	0	0	-14	12	-0.3	7	-5	-11
66	c1coc(-c2nnc(-c3cccs3)o2)c1
    -9	-16	0	-4	23	0.3	11	1	-6
67	CC(C)(C)NC(=O)COC(=O)c1ccccc1Oc1ccccc1
    13	-6	5	-7	3	2.0	2	-4	-1

# Assay outcomes deposited in PubChem by The Scripps Research Institute Molecular Screening Center.
